# Assay outcomes as filed in PubChem BioAssay.
# CHRM4 agonist: agonists of human muscarinic M4 receptor (CHRM4) | P08173 | CHO-K1 hM4/Gqi5, Fluo-8 calcium fluorescence; vehicle 0%, full acetylcholine response 100% | activation, % at 3 µM | hit rate 0.14% among 360,000 | AID 624127;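 active = activation above the run mean over all test wells plus 3 SD, cut at about 32% in these data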;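 also: peak over basal fluorescence ratio per well then scaled between controls; 0% = DMSO wells and 100% = acetylcholine at EC100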
# Target sequence (P08173 whole entry, looked up): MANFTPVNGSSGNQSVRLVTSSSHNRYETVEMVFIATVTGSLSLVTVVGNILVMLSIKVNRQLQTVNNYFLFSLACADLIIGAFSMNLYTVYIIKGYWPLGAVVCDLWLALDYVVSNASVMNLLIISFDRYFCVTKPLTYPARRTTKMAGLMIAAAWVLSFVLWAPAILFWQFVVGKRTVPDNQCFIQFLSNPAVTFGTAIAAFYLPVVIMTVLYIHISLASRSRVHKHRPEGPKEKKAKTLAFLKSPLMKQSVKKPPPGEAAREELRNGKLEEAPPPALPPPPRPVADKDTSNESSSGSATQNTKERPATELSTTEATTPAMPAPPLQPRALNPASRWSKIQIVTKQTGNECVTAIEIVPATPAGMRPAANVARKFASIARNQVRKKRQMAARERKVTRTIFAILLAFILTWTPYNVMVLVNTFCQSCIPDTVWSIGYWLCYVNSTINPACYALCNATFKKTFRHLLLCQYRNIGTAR
# CHO-K1 Ca ag: counter-screen for M1 agonists: effect in parental CHO-K1 cells | Fluo-8 calcium fluorescence; scaled to maximal ATP response, vehicle zero | activation, % at 3 µM | hit rate 0.48% among 360,000 | AID 602248; in the data active = activation above about 15%;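 also: untransfected CHO-K1 host cells lacking M1 receptor as counterscreen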
# CHO-K1 Ca antag: nonselective inhibitor or artifact in parental CHO-K1 cells. inhibition, % at 3 µM. hit rate 0.6% among 360,000. ATP-induced calcium, Fluo-8 fluorescence;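 active = inhibition above a per-plate cutoff, the plate's mean sample inhibition plus 3 SD, cut at about 24% in these data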;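 also: 0% = DMSO plus EC80 ATP and 100% = DMSO alone without ATP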
# CHRM5 agonist: agonists of human muscarinic M5 receptor (CHRM5). P08912. CHO-K1 hM5 cells, Fluo-8 calcium fluorescence; 0% DMSO wells, 100% maximal acetylcholine response. activation, % at 3 µM. hit rate 0.19% among 360,000. AID 624037;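 active = activation above the run's mean over test compounds plus 3 SD, cut at about 23% in these data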;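 also: signal is peak over basal fluorescence ratio across the kinetic read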
# Target sequence (P08912 whole entry, looked up): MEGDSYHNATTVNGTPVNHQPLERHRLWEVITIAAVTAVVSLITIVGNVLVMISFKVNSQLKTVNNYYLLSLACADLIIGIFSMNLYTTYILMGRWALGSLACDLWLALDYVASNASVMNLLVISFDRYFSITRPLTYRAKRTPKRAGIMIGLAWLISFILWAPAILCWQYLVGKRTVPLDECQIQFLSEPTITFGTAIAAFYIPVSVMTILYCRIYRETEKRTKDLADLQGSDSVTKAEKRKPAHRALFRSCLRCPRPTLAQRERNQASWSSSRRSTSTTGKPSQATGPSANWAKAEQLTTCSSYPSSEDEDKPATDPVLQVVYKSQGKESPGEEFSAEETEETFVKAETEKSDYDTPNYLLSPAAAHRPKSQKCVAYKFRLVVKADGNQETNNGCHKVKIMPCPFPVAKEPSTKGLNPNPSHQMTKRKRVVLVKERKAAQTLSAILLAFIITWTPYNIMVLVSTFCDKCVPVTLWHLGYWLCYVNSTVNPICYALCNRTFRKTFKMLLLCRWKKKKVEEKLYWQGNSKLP
# CHRM5 PAM: potentiates acetylcholine response at human M5 receptor. P08912. activation, % at 3 µM. hit rate 0.3% among 360,000. CHO-K1 hM5, Fluo-8 calcium, ACh EC20 PAM; 0% = ACh EC20, 100% = ACh EC100;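 active = activation above the run cutoff, the mean activation of all test compounds plus 3 SD, cut at about 18% in these data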
#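 Replicates: One well per compound, no replicates | System: Human M5 receptor in CHO-K1 cells | Benchmarks: Low control EC20 acetylcholine (0%), high control EC100 acetylcholine (100%) | Probe or stimulus: Acetylcholine, EC20 level | Times: Fluo-8 loading 80 min at 37 °C plus 30 min room temperature | Signal: Intracellular calcium via Fluo-8 fluorescence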
# CHRM4 antagonist: antagonists of human muscarinic M4 receptor (CHRM4); inhibition, % at 3 µM; hit rate 0.73% among 360,000; CHO-hM4 cells, ACh EC80, Fluo-8 calcium fluorescence;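 active = inhibition above its plate's cutoff, the mean inhibition of sample wells plus 3 SD, cut at about 27% in these data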;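 also: 0% = acetylcholine EC80 with DMSO and 100% = DMSO without agonist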
# M4 PAM: positive allosteric modulators of human muscarinic M4 receptor | P08173 | CHO-K1 hM4/Gqi5, Fluo-8 calcium fluorescence, ACh EC20; 0% = ACh EC20, 100% = maximal ACh | activation, % at 3 µM | hit rate 0.4% among 360,000 | AID 624126;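 active = activation above its plate's cutoff, the mean activation of sample wells plus 3 SD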; also: some results filed as inactive read as strong as hits
# CHO-K1 Ca PAM: nonselective activator or artifact in parental CHO-K1 calcium assay | ATP EC20, Fluo-8 calcium fluorescence; 0% at ATP EC20, 100% at ATP max | activation, % at 3 µM | hit rate 0.02% among 360,000 | AID 602247;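 active = activation above the run cutoff, the mean activation of all test compounds plus 3 SD, cut at about 40% in these data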;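 also: peak over basal fluorescence ratio in a 140 s read after ATP addition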
# M5 antag: blocks acetylcholine activation of human M5 receptor. CHO-hM5 cells, Fluo-8 calcium fluorescence, ACh EC80. inhibition, % at 3 µM. hit rate 0.59% among 360,000;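 active = inhibition above a per-plate cutoff, the mean of that plate's test compounds plus 3 SD, cut at about 27% in these data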;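 also: 0% = acetylcholine EC80 with DMSO and 100% = DMSO without agonist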
# The depositor's hits bear a star; / = not tested or not shown; & = joins results of further samples.
SMILES,CHRM4 agonist,CHO-K1 Ca ag,CHO-K1 Ca antag,CHRM5 agonist,CHRM5 PAM,CHRM4 antagonist,M4 PAM,CHO-K1 Ca PAM,M5 antag
COc1ccc(C2(CNC(C)=O)CCCC2)cc1OC,1,0.2,-9,-1,-4,-8,-3,9,-16
Cc1nc(Nc2cccc(F)c2)c2oc3ccccc3c2n1,1,-0.9,-15,-2,-4,-5,-1,9,0
Cc1cc(C)c(S(=O)(=O)N2CCc3ccccc32)c(C)c1,-1,0.1,4,-3,-3,6,-9,-3,12
CC(C)(C)C(=O)NC(=O)Nc1ccccc1C(F)(F)F,0,0.8,-2,-1,-4,5,-5,6,7
Cc1ccc2c(CC(=O)Nc3sccc3C(N)=O)coc2c1,9,6.0,-20,4,-6,6,-3,35,0
CC(C)(C)OC(=O)N/N=C\c1ccc[nH]1,-1,-0.4,8,-6,-2,-11,4,-2,0
COc1ccc(NC(=O)c2sccc2C)cn1,1,0.6,4,0,4,1,1,-6,6
COc1ccc(/C=N/Nc2cn[nH]c(=O)c2Cl)cc1,0,-0.4,5,0,-6,-4,2,-2,6
CCCCC[C@H](C)N1C[C@@H](COCc2ccccc2)Oc2cc(N3CCC[C@H]3CO)ccc2S1(=O)=O,2,5.2,7,3,-9,1,-2,5,12
Cc1cnc(=O)[nH]c1SCc1ccccc1F,0,1.3,-3,-4,-3,3,-2,7,1
CCOc1ccc(/C=N/NC(=O)Cn2ccnc2C)cc1,1,0.2,2,2,11,-5,10,-2,-17
COc1ccccc1-c1ccc2c(c1)O[C@@H](CN(C)C(=O)c1ccncc1)[C@H](C)CN([C@@H](C)CO)S2(=O)=O,10,3.7,-3,2,-2,-15,4,-8,14
COC(=O)c1cc(N=Nc2c(C)[nH]c3ccccc23)cc(C(=O)OC)c1,0,0.0,-6,-2,2,-5,-7,-5,4
O=C(Nc1nncs1)c1ccc(S(=O)(=O)c2ccccc2)cc1,1,0.5,-14,3,1,-1,2,22,-2
O=C1CCC(=O)N1CNc1ccccn1,1,0.3,12,-1,6,-3,11,-6,19
COc1ccccc1N1CCN(CC(O)COc2ccc3c(c2)CCC3)CC1 (stereo unspecified),7,5.1,-5,-9,-8,-5,1,21,1
COc1ccc(NC2=CC(=O)CC(C)(C)C2)cc1OC,1,0.7,-17,3,-3,3,0,14,5
CCC1COCCS(=O)(=O)N1Cc1ccc(Cl)cc1 (stereo unspecified),2,0.0,-1,-9,1,-8,11,-15,-3
Cc1cc(C)c(C)c(S(=O)(=O)N2CCN(C(=O)CCC(=O)N3CCOCC3)CC2)c1C,1,1.0,-15,-13,-3,11,-13,9,15
CCOC(=O)CSc1nc2c([nH]c3ccccc32)c(=O)n1C,0,1.3,-18,-3,2,-1,14,24,-4
COCC(C)n1c(SCC(=O)N2CCCCC2)nc2ccccc2c1=O (stereo unspecified),-1,-0.1,4,-4,-5,3,-3,4,-5
CCC(=C(c1ccc(OC)cc1)c1ccc(OC)cc1)c1cn(CC(O)CN2CCN(C)CC2)c2ccccc12 (stereo unspecified),5,0.8,-14,0,-7,10,-7,15,4
Cc1ccc(F)c(S(=O)(=O)NC(=O)C2(C)CCN2C(=O)c2ccco2)c1 (stereo unspecified),1,0.4,-10,0,3,-7,9,16,-2
O=S1(=O)CC(N2CCN(CCO)CC2)CN1Cc1cn(Cc2ccccc2C(F)(F)F)nn1 (stereo unspecified),0,0.2,7,1,0,-4,-7,2,-4
S=c1[nH]nc(COc2cccc(Cl)c2)n1Cc1ccccc1,2,-0.7,-3,-10,2,-2,-9,6,-9
SMILES,CHRM4 agonist,CHO-K1 Ca ag,CHO-K1 Ca antag,CHRM5 agonist,CHRM5 PAM,CHRM4 antagonist,M4 PAM,CHO-K1 Ca PAM,M5 antag
CCOC(=O)CSc1nnc(NCC(=O)OC)c(=O)[nH]1,0,1.1,-8,-3,6,11,-4,15,-6
O=C(O)CCC(NS(=O)(=O)c1ccc(-c2ccccc2)cc1)C(=O)O (stereo unspecified),-1,0.1,22,1,0,-1,-2,-9,1
O=C(O)C1CC=CCC1C(=O)Nc1ccc(S(=O)(=O)N2CCCc3ccccc32)cc1 (stereo unspecified),-2,0.3,-12,0,-4,9,0,5,12
COc1ccc(Oc2ccc(C(F)(F)F)cc2NC(=O)c2ccc(C)cc2)cc1,0,0.5,-9,-2,-1,8,-6,7,8
COc1ccc(OC)c(C2=NOC(C(=O)N3CCCc4ccccc43)C2)c1 (stereo unspecified),2,0.9,-2,-3,0,3,-5,15,4
O=C(NC1CCCC1)C(C1CC1)n1c(C2CCCC2)nc2ccccc21 (stereo unspecified),1,/,/,-1,0,-21,6,/,5
COc1ccc(N(CC(=O)N/N=C(\C)CCc2ccccc2)S(=O)(=O)c2ccc(C)cc2)cc1,-1,0.2,-14,-2,5,4,-4,-7,0
COCCNc1nc(NCC2CCCCC2)c2sc(-c3ccccc3)cc2n1,2,0.2,15,1,-5,-12,-2,5,7
Cc1ccccc1CCNC(=O)Cn1nc(C)c2c(C)n(-c3ccccc3)nc2c1=O,0,-0.7,-12,-3,8,4,-4,17,-5
COc1ccc(CONS(=O)(=O)c2ccc(NC(C)=O)cc2)cc1Cl,9,9.6,-16,9,-6,-2,-5,7,6
COCCn1c(-c2ccc(OC)cc2)cnc1SCC(=O)Nc1ccc(OC)cc1OC,2,3.0,-2,2,-6,11,-3,19,1
Cc1ccc(S(=O)(=O)NN=C2C3CC4CC(C3)CC2C4)cc1[N+](=O)[O-],0,-0.6,-1,0,-5,1,6,2,10
O=C(OCC(=O)N1CCOCC1)c1ccc2c(c1)OCCO2,0,0.1,5,-1,0,2,7,11,2
COC(=O)Cc1csc(N)n1,1&0,-0.1&0.4,11&-16,0&-3,1&7,-9&-4,1&1,-5&6,-2&4
CS(=O)(=O)Cc1ccc(C(=O)NC(c2ccccc2)c2ccccc2)cc1,-1,0.9,-10,-2,-4,2,-2,10,18
COc1cccc(CSCC(=O)NCCc2ccccc2)c1OC,15,5.2,-6,1,-6,6,-9,13,9
Cn1cc([N+](=O)[O-])c(C(=O)N/N=C\c2c[nH]c3ccccc23)n1,1,0.8,-10,-1,1,4,-1,21,5
CCC(C(=O)OCn1nnc2ccccc2c1=O)c1ccccc1 (stereo unspecified),1,2.2,-8,-2,2,-8,-6,-2,-12
COc1cccc2cc3c(=O)n(-c4ccccc4)nc-3oc12,1,0.9,-15,1,-4,-20,7,23,-2
CCNC(=O)Cn1cnc2c1c(=O)n(C)c(=O)n2C,0,-0.1,-6,-4,1,-4,4,7,-1
O=C(CNC(=O)c1ccccc1F)NCc1ccccn1,1,0.3,-17,3,-1,4,-2,13,1
Cc1ccc(/C=N/Nc2cccc(C(=O)O)c2)s1,0,-0.1,1,-3,12,-2,7,17,-10
O=c1ccnc(Nc2ccc(Cl)cc2)[nH]1,1,0.8,-8,-1,-2,-8,-1,-3,13
CC(C)c1ccc(NC(=O)c2cccnc2)cc1,1,-0.2,-14,-2,-4,-3,11,-3,3
CC(=O)Nc1ccccc1C(=O)C(=O)Nc1cccc(C(=O)N2CC(C)CC(C)C2)c1 (stereo unspecified),4,4.5,-16,-2,2,-10,9,14,2

# Grouped by structure, the entries above with a thiophene ring, fused or not
SMILES,CHRM4 agonist,CHO-K1 Ca ag,CHO-K1 Ca antag,CHRM5 agonist,CHRM5 PAM,CHRM4 antagonist,M4 PAM,CHO-K1 Ca PAM,M5 antag
Cc1ccc2c(CC(=O)Nc3sccc3C(N)=O)coc2c1,9,6.0,-20,4,-6,6,-3,35,0
COc1ccc(NC(=O)c2sccc2C)cn1,1,0.6,4,0,4,1,1,-6,6
COCCNc1nc(NCC2CCCCC2)c2sc(-c3ccccc3)cc2n1,2,0.2,15,1,-5,-12,-2,5,7
Cc1ccc(/C=N/Nc2cccc(C(=O)O)c2)s1,0,-0.1,1,-3,12,-2,7,17,-10

# (next part)
SMILES,CHRM4 agonist,CHO-K1 Ca ag,CHO-K1 Ca antag,CHRM5 agonist,CHRM5 PAM,CHRM4 antagonist,M4 PAM,CHO-K1 Ca PAM,M5 antag
CCOc1ccccc1NC(=O)CSc1nnnn1C1CCCC1,1,1.1,-12,0,1,6,-5,-17,7
O=C(Nc1ccc(Cl)cc1)Nc1ccc(N2CCOCC2)cc1,6,3.8,-12,2,-9,8,-12,13,10
CC1CCc2sc(C(=O)NCC(c3ccco3)N3CCCCC3)cc2C1 (stereo unspecified),2,-0.4,-19,-10,-35,-1,-8,8,14
CCOC(=O)C1CCC(C(=O)OCC)N1c1ccc(C=O)cc1 (stereo unspecified),-2,-0.7,-1,1,-2,-5,6,5,2
CN(C)c1nc(OCc2ccccc2)c2ncc(=O)[nH]c2n1,9,2.4,-1,5,-12,-1,-16,2,9
COc1ccc(-n2c(SCC(=O)Nc3ccccc3)nnc2-c2ccc(NS(=O)(=O)c3ccc(C)cc3)cc2)cc1,0,-0.2,-7,-11,3,-6,-4,-1,-4
O=S1(=O)N[C@H](Cc2ccccc2)COc2cccc(N3CCC[C@@H]3CO)c21,20,5.0,-2,3,-14,-4,-5,-8,15
CCOc1cc(C=O)cc(N=Nc2cccc([N+](=O)[O-])c2)c1O,0,9.2,-3,-6,6,-10,4,21,11
COc1ccc(NC(=S)N(CCN2CCOCC2)Cc2ccccc2F)cc1,0,0.2,-3,-5,1,3,1,7,11
COc1cc(C(=S)N2CCOCC2)ccc1OC(=O)c1ccccc1C,7,2.4,5,-2,-7,1,-8,-5,20
CCO/C=N/c1c(C#N)c2c(c(=S)n1C)COC(C)(C)C2,1,0.8,-7,1,0,-6,8,9,-4
NNC(=O)CSc1nc(-c2ccccc2)cn1-c1ccccc1,-1,0.1,-3,-6,-12,0,-12,-19,14
Nn1c(SCC(=O)Nc2ccccc2F)nc2ccccc2c1=O,10,6.2,3,-5,-9,5,-5,17,2
COc1ccc(C(=O)C23CC4CC(C2)CC(C(=O)c2ccc(OC)cc2)(C4)C3)cc1,1,0.0,-2,-1,-2,-8,2,2,4
COc1ccc(COCC(O)CN2CCCCC2)cc1OC (stereo unspecified),1,0.3,5,-5,3,-2,12,17,-12
Cc1cccc(C)c1NC(=O)C1(N(Cc2ccco2)C(=O)CC2NC(=O)NC2=O)CCCC1 (stereo unspecified),0,0.2,-13,2,1,-6,-2,16,-1
Cc1ccc(-c2nnnn2-c2ccc(C)cc2)cc1,-1,0.1,-3,-6,6,2,1,7,2
CC1(Cc2ccc(C(F)(F)F)nc2)C(=O)Nc2cc(-c3ccccc3Cl)ccc21 (stereo unspecified),-1,0.4,-9,-1,-4,-7,-7,2,5
CCOc1cc(/C=C2\COc3ccccc3C2=O)ccc1OCC(=O)N(C)C,9,2.4,-11,0,6,-17,2,8,-1

# Gathered by group, those above with two or more sulfur atoms
SMILES,CHRM4 agonist,CHO-K1 Ca ag,CHO-K1 Ca antag,CHRM5 agonist,CHRM5 PAM,CHRM4 antagonist,M4 PAM,CHO-K1 Ca PAM,M5 antag
O=C(Nc1nncs1)c1ccc(S(=O)(=O)c2ccccc2)cc1,1,0.5,-14,3,1,-1,2,22,-2
COc1ccc(-n2c(SCC(=O)Nc3ccccc3)nnc2-c2ccc(NS(=O)(=O)c3ccc(C)cc3)cc2)cc1,0,-0.2,-7,-11,3,-6,-4,-1,-4
